NLRP3 yeast inh: NALP3 inflammasome inhibitors in reconstituted yeast, primary screen, luminescence, uHTS; Yeast reconstituted NLRP3/ASC/caspase-1, beta-gal luminescence, 24 h; inhibition, % at 10 µM; hit rate 0.39% among 330,000; AID 2825, 2010;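 active = inhibition of 50% or more; inactive = inhibition below 50%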;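 note: plate controls were induced DMSO wells for no effect and uninduced yeast grown without galactose for full effect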
APJ agonist: agonists of human apelin receptor APJ, primary screen, CHO-K1 cells, PathHunter beta-arrestin, luminescence | hit rate 0.11% among 330,000 | 0% DMSO wells, 100% apelin | AID 2520, 2010 | P35414 | activation, % at 20 µM;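 active = activation more than six SD over the plate average, tested at 20 µM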;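 note: 0% = DMSO alone and 100% = apelin-13 at 10 nM; some results filed as inactive read as strong as hits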
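Material: engineered CHO-K1 APJ arrestin reporter cells; amount: 1000 CHO-K1 reporter cells seeded per well; incubation: compound stimulation 90 min at 25 °C, detection 60 min; signal: luminescent beta-gal fragment complementation, chemiluminescent substrate; read-out basis: APJ agonist activity; controls: DMSO-only wells as negative, 10 nM Apelin-13 as positive control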
tim10-1 inh: growth inhibitors of tim10-1 mutant yeast, primary screen, luminescence, uHTS. S. cerevisiae tim10-1 ts strain growth, BacTiter-Glo, 24 h. inhibition, % at 20 µM. hit rate 2.2% among 330,000. AID 463190, 2010;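 active = inhibition of at least 40%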;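 note: mutant grown at 25 °C; 0% = DMSO wells with yeast and 100% = wells holding no yeast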
UPR CHOP act: activators of apoptotic CHOP UPR arm, primary screen, cell-based, CHO-CHOP luciferase reporter, luminescence, uHTS; UPR activation; percent of tunicamycin response over DMSO baseline; activation, % at 10 µM; hit rate 0.34% among 330,000;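 active = at 10 µM dose, activation of 40% or more, normalized to positive control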;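 note: 100% = tunicamycin at 10 µg/mL and 0% = DMSO alone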
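assay system = CHO CHOP reporter cells | amount = 500 CHO-CHOP cells per well | buffer or medium = F12 with 10% FBS | incubation = 16-18 h cell attachment, then 6 h compound exposure, 37 °C | detection = luminescence read with Steady-Glo | read-out = percent activation relative to tunicamycin control | controls = tunicamycin high control, DMSO low control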
tim23-1 inh: growth inhibitors of tim23-1 mutant yeast, primary screen, luminescence, uHTS; S. cerevisiae tim23-1 growth, BacTiter-Glo luminescence, 24 h; inhibition, % at 20 µM; hit rate 1.3% among 330,000; AID 463212, 2010;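 active = growth inhibition of the mutant yeast at or above 50%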;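 note: temperature-sensitive mutant grown at 25 °C; plate controls were DMSO-treated mutant yeast for no effect and medium wells lacking yeast for full effect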
NR3A LBD binder: binders of NR3A ligand-binding domain, primary screen, biophysical, differential scanning fluorimetry, uHTS; Glutamate receptor ionotropic, NMDA 3A (GRIN3A) ligand-binding domain; NR3A LBD differential scanning fluorimetry, Tm shift; 0% = protein alone, 100% = glycine-bound protein; Tm shift relative to glycine control, % at 25 µM; hit rate 2.5% among 340,000; AID 1259313, 2017;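 active = melting temperature shift of at least 10% of the positive control shift, at one fixed dose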
TIM10 inh: growth inhibitors of isogenic TIM10 control yeast, primary screen, counter-screen for tim10-1 yeast inhibitor project, luminescence, uHTS; S. cerevisiae TIM10 strain growth, BacTiter-Glo luminescence, 24 h; inhibition, % at 10 µM; hit rate 1.4% among 330,000; AID 463195, 2010;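 active = inhibition of 40% or more at the single tested concentration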;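 note: wild-type TIM10 isogenic control strain grown at permissive 25 °C; 0% = DMSO yeast wells and 100% = minimal medium wells without yeast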
Mdm2 MdmX PPI: inhibitors of human Mdm2-MdmX association, primary screen, cell-based, luminescence, split luciferase, SaOS-2, uHTS; Protein Mdm4 (Homo sapiens) + E3 ubiquitin-protein ligase Mdm2 (Homo sapiens), …; SaOS-2 split-luciferase Mdm2/MdmX complementation; inhibition, % at 8 µM; hit rate 3% among 330,000; AID 485346, 2010;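 active = inhibition of at least 50% at 8 µM in the primary screen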
Target sequence (O15151 whole entry, looked up): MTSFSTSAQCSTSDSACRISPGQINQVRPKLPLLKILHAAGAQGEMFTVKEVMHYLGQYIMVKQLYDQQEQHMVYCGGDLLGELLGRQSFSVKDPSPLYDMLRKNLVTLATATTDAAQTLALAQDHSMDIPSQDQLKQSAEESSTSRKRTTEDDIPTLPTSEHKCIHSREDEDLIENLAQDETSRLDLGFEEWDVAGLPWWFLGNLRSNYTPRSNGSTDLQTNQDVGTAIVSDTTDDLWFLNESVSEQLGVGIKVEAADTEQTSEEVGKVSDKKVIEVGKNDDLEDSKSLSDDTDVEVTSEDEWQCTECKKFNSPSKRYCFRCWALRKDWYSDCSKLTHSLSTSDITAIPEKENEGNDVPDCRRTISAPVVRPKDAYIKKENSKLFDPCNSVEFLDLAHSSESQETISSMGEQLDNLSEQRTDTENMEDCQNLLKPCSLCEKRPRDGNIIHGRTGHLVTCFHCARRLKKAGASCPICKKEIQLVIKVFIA
Target sequence (Q00987 whole entry, looked up): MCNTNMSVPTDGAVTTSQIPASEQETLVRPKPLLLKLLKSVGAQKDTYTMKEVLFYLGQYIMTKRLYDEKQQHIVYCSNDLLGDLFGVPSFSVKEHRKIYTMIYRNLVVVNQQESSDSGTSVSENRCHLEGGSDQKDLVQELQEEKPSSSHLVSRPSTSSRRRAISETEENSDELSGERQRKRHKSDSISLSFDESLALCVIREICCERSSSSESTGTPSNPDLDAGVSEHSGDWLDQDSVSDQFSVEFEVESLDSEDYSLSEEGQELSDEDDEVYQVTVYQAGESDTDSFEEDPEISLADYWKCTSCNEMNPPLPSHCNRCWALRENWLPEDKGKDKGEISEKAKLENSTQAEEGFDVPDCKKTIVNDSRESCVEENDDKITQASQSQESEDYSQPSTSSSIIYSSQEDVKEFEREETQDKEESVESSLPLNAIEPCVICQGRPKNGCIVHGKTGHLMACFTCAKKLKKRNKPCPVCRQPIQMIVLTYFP
UPR XBP1 act: activators of adaptive XBP1 UPR arm, primary screen, cell-based, CHO-XBP1 luciferase reporter, luminescence, uHTS | AID 463104, 2010 | activation, % at 20 µM | hit rate 0.33% among 330,000 | IRE1-XBP1 UPR activation; percent of tunicamycin response, DMSO as zero;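 active = versus positive control, 20 µM dose yields 30% or more activation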;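 note: 100% = tunicamycin at 10 µg/mL and 0% = DMSO only wells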
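Material: CHO cell line with stable XBP1 luciferase reporter; schedule: 16-18 h cell attachment at 37 °C, then 6 h compound exposure; signal: glow luminescence from Steady-Glo reagent; medium: serum-containing F12 medium, 10% FBS; benchmarks: tunicamycin 10 µg/mL and vehicle-only wells; read-out: percent activation relative to tunicamycin reference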
An asterisk follows results filed as active; x = no result given. No enrichment for hits; overall some 8.2% were active at least once.

SMILES	NLRP3 yeast inh	APJ agonist	tim10-1 inh	UPR CHOP act	tim23-1 inh	NR3A LBD binder	TIM10 inh	Mdm2 MdmX PPI	UPR XBP1 act
O=C(COC(=O)/C=C/c1ccc(F)cc1)Nc1ccccc1-c1ccccc1	-8	-3	8	-0.5	-3	-2	7	-30	-2
COCCNc1nnc(SCC(=O)N(C)c2c(N)n(Cc3ccccc3)c(=O)[nH]c2=O)s1	10	1	-3	1.4	-7	2	-2	-3	0
O=C1CCCN1CCCNS(=O)(=O)c1ccc(Br)s1	13	-1	10	1.4	14	1	-1	9	-3
CCS(=O)(=O)N1Cc2ccccc2CC1C(=O)Nc1nc2ccc(F)cc2s1 (stereo unspecified)	2	-2	27	7.4	32	-16	26	5	2
CC1(CC(=O)N/N=C/c2cc3c(cc2Br)OCO3)OCCO1	-2	-2	0	0.7	8	-1	-9	16	1
CCCC(=O)Nc1nnc(SCC)s1	6	-2	-7	0.4	-6	-16	0	0	-2
CCOC(=O)C1(CC/C(C)=N\NC(N)=O)CC(C)OC1=O (stereo unspecified)	0	-5	7	1.4	2	-3	10	-9	2
COc1cc(OC)cc(C(=O)NCC(=O)OCC(=O)N2CCc3ccccc32)c1	13	-2	-5	-0.3	-11	2	-26	9	-6
CC(=O)Nc1ccc(SCC(=O)NC(=O)c2ccccc2Br)cc1	25	-2	-10	0.5	-8	0	-7	9	2
CCOC(=O)C1=C(C)NC(=O)NC1c1ccc2c(c1)OCCO2 (stereo unspecified)	-7	-2	17	0.9	0	-3	-3	7	1
C[C@H](CO)N1C[C@H](C)[C@@H](CN(C)C(=O)Nc2ccc(C(F)(F)F)cc2)Oc2ccc(NS(=O)(=O)c3cccs3)cc2C1=O	-8	-1	7	-1.3	-2	-5	10	15	-1
CC(=O)Nc1cccc(NC(=O)c2oc3ccccc3c2C)c1	3	-3	27	4.4	26	x	17	-136	4
Cn1c(=O)c(C(=O)CN2CCN(S(=O)(=O)c3ccccc3)CC2)c(N)n(Cc2ccccc2)c1=O	-5	1	1	0.1	-3	-1	1	19	-3
CCOC(=O)N1CCN(CC(O)COCCC23CC4CC(CC(C4)C2)C3)CC1 (stereo unspecified)	9	-2	-74	1.0	-63	0	-33	9	-2
COc1ccc(S(=O)(=O)N2CCc3ccccc32)cc1C(=O)Nc1cccnc1	10	-2	14	1.7	22	1	0	-6	-4
CCOC(=O)Cc1csc(/N=C/c2c(O)n(-c3ccccc3C(F)(F)F)c(=O)c3ccccc23)n1	22	-2	10	0.9	-15	-4	14	22	-1
CC(C)c1cccc(C(C)C)c1NC(=O)Cn1c(=O)cnc2ccccc21	16	-4	19	-1.0	8	-2	-4	2	-2
CC(C)C[C@@H](N)c1nnc(SCC(=O)c2ccc(Cl)cc2)o1	-5	-1	17	0.4	26	-2	2	-20	0
Cc1cc(C(=O)COc2ccc3ccc(=O)oc3c2)c(C)n1Cc1cccs1	11	-2	-1	-1.8	-16	-2	-18	-4	-3
CCN(CC)C(=O)Oc1ccc2c(=O)c(-c3ccc(OC)cc3)c(C)oc2c1	19	-6	36	2.4	33	0	45*	-2	1
CC1CCN(c2nnc(-c3ccccc3)c3ccccc23)CC1	-2	-6	41*	1.2	69*	-5	12	20	-2
CCOc1ccc(CCNc2cc(C)nc3ncnn23)cc1OCC	13	-3	2	1.1	2	-2	1	-10	0
O=C(COc1ccccc1)Nc1cc(NC(=O)COc2ccccc2)cc(C(=O)O)c1	21	-3	-2	-0.4	3	-2	-5	8	-5
O=C(CNC(=O)c1ccccc1)NCc1ccc(Cl)cc1	13	-4	-29	0.5	-16	0	-28	-10	1
CC(C)NCc1nnc(-c2ccc(Cl)cc2)o1	16	-4	2	1.4	-8	-1	3	14	-5

Additional records:
SMILES	NLRP3 yeast inh	APJ agonist	tim10-1 inh	UPR CHOP act	tim23-1 inh	NR3A LBD binder	TIM10 inh	Mdm2 MdmX PPI	UPR XBP1 act
Clc1ccccc1CN(Cc1ccccc1)C(c1cccs1)c1nnnn1C1CCCC1 (stereo unspecified)	14	0	27	7.8	12	0	15	-6	0
CCOc1cc([N+](=O)[O-])cc(/C=N/NC(=O)c2c(-c3ccccc3)noc2C)c1O	22	-11	29	1.5	10	-1	-28	57*	-7
CCOc1ccc(NC(=O)CC(NCc2ccccn2)C(=O)O)cc1 (stereo unspecified)	-1	-2	0	-0.9	-1	0	-12	29	-3
O=C(c1cccc(Oc2ccccc2)c1)N1CCN(c2ccccn2)CC1	-2	-4	30	1.3	6	0	20	-13	1
COCCNc1c2c(c(C#N)c3nc4ccccc4n13)CCCC2	10	1	19	1.1	33	-1	17	-9	3
CSc1ccccc1NC(=O)COc1ccc(S(=O)(=O)N2CCCC2)cc1	7	-1	30	1.1	35	-1	14	-13	1
CC1=C(C#N)S(=O)(=O)C(C#N)C(c2ccccc2)C1 (stereo unspecified)	7	-1	18	1.7	10	3	0	-10	0
Oc1ccc(N=Cc2cc(Br)c(N3CCOCC3)o2)cc1	5	1	14	-0.2	13	0	8	-12	-4
NC(=O)c1nnn(-c2ccccc2)c1N	-1	-1	18	-1.4	12	-2	-5	10	-2
Cc1ccc(N2C(=O)c3ccccc3C2=O)cc1Cl	20	-6	10	6.7	22	12*	5	2	0
CN(C)CCNC(=O)c1cc(Sc2ccc(F)cc2)nc2ccccc12	7	-3	4	0.4	8	x	9	16	-1
CCC(C)c1ccc(O)c(NC(=S)NC(=O)c2cccnc2)c1 (stereo unspecified)	37	-12	9	0.9	18	-4	14	37	3
CCCC(C)NC(=O)c1cccc(Oc2ccccc2)c1 (stereo unspecified)	12	-2	21	5.7	38	0	28	-24	7
c1ccc(-c2nn3c(C4CCCCC4)nnc3s2)cc1	-5	0	25	0.9	28	0	22	2	2
Cc1ccc(/C=C2\SC(=S)N(CCCC(=O)Nc3cccnc3)C2=O)cc1	19	-1	20	-6.0	36	2	-8	92*	-7
CCN(CC(=O)Nc1ccc2c(c1)OCCO2)C(=O)CCOc1ccccc1	22	-4	-12	-1.6	10	1	3	6	-1
Cc1ccc(-c2nc(CS(=O)(=O)CC(=O)NCCCN3CCOCC3)c(C)o2)cc1	12	0	-4	0.3	-17	-3	-9	20	-4
CN(C)c1ccc(-c2nnn(CC(=O)N3c4ccccc4CCc4ccccc43)n2)cc1	11	-1	15	2.5	30	x	20	3	5
COCc1cc(=O)n2[nH]c(-c3ccco3)cc2n1	18	2	-16	0.7	14	-1	0	10	1
O=C(O)Cc1ccc(NC(=O)COc2ccc3ccccc3c2)cc1	2	1	1	0.4	11	0	6	32	-4
CSc1ccccc1NC(=O)Cc1ccccc1	-6	-1	14	-1.5	17	0	6	-3	2
COc1ccc(CCNC(=O)C2CCN(S(=O)(=O)N3CCC(C)CC3)CC2)cc1OC	6	-5	17	3.4	9	2	5	35	-4
Cc1cc(C)c(C#N)c(SCC(=O)N(CCC#N)c2ccc3c(c2)OCCO3)n1	12	2	15	1.3	16	2	0	-17	-4
O=C(Nc1ccc(S(=O)(=O)Nc2nccs2)cc1)c1cccc(N2C(=O)c3ccccc3C2=O)c1	-3	-2	-10	-1.8	-17	2	1	9	-3
CCCN(CCC(=O)Nc1ccccc1F)CC1CC1	18	2	1	-0.7	3	-4	-7	-4	0

Additional results.
SMILES	NLRP3 yeast inh	APJ agonist	tim10-1 inh	UPR CHOP act	tim23-1 inh	NR3A LBD binder	TIM10 inh	Mdm2 MdmX PPI	UPR XBP1 act
Cc1cccc(NC(=O)CN(CCc2ccccc2)S(C)(=O)=O)c1	25	1	4	-0.2	18	-1	0	12	-3
Cc1cc(C)c(S(=O)(=O)NCc2ccccn2)cc1C	18	-1	15	-1.0	12	1	5	13	-6
COc1ccc(Br)cc1/C=N/n1c(COc2ccccc2)n[nH]c1=S	9	-4	-14	0.6	-18	2	-19	21	0
CN1CCN(CC(=O)N(Cc2c(C#N)c3ccccc3n2C)c2ccccc2)CC1	8	4	12	0.3	17	1	9	25	0
O=C(CSCc1ccccc1Cl)NNC(=O)c1ccccc1	12	-5	5	-1.8	3	1	-5	3	0
COc1ccc(CCNc2nnc(Sc3nnnn3-c3ccccc3)s2)cc1OC	6	-4	24	-0.9	27	-4	7	79*	6
